# MITF inh = inhibitors of human MITF; AlphaScreen MITF homodimerization, bead proximity signal; inhibition, % at 2.6 µM; hit rate 0.91% among 650,000; AID 1259374; in the data active = inhibition above about 50%;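 also: 0% = vehicle wells with protein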
# GPR151 activ = activators of human GPR151; AID 1508602; activation, % at 11.2 µM; PathHunter beta-arrestin GPR151 cells, luminescence; hit rate 1% among 650,000; in the data active = activation above about 4.9%;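 also: 0% = median of compound wells and 100% = cells with positive control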
# Target sequence (Q8TDV0 whole entry, looked up): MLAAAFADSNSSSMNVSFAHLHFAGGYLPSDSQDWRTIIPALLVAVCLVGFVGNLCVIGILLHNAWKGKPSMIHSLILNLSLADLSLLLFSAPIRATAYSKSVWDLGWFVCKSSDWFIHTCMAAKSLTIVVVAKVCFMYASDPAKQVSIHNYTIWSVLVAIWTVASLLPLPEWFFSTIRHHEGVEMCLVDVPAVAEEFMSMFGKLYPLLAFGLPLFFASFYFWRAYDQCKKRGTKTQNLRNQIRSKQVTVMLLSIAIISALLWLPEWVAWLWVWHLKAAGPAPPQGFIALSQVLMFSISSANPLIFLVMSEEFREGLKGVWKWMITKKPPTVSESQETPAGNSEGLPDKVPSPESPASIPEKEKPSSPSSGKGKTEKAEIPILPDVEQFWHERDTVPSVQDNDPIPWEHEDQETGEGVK
# FBW7 act = human FBW7 E3 ligase activation, primary screen; AlphaScreen FBW7–phospho-cyclin E peptide binding, activator screen; normalized activity (activation), % at 26.1 µM; hit rate 0.13% among 650,000; AID 1259310; in the data active = normalized activity above about 1.9%;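 also: purified mutant Fbw7 with reduced substrate affinity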
# Target sequence (Q969H0 whole entry, looked up): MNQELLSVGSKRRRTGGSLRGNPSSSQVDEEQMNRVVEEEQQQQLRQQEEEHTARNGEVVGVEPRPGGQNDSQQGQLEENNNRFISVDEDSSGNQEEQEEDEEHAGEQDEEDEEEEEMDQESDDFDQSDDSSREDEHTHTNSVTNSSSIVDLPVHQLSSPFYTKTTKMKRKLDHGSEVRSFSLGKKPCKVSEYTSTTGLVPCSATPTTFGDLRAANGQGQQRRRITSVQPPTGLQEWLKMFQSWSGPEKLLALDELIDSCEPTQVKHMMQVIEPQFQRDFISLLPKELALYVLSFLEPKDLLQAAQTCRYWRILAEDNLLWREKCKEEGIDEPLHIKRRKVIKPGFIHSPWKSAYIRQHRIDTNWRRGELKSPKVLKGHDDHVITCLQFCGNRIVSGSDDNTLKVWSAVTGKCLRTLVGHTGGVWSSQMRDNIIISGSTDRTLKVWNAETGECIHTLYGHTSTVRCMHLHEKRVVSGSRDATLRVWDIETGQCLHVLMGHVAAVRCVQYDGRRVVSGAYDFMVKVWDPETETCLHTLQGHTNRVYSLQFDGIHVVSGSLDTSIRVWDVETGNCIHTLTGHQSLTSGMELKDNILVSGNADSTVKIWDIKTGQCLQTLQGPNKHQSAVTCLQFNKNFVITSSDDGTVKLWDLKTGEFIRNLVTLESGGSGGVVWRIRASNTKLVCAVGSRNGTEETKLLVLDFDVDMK
# TEAD-YAP inh = TEAD-YAP interaction inhibition | hit rate 1.4% among 640,000 | inhibition, % at 9.12 µM | HEK-TIYL cells, TEAD-Gal4/YAP UAS-luciferase luminescence; in the data active = inhibition above about 32%;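 also: 0% = median of test compound wells and 100% = reference inhibitor wells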
# Numbers without * were called inactive; · = not tested or not shown. Compounds were not picked by outcome; any-hit rate near 3.5%.
compound | MITF inh | GPR151 activ | FBW7 act | TEAD-YAP inh
COc1ccc(-c2nc3n(c2-c2ccccc2)CCC3)cc1 | 8 | -1.4 | 0.5 | 1
Cc1cc(=O)[nH]c(CN2CCC(c3ccccc3)CC2)n1 | -7 | -1.7 | -0.1 | 1
O=[N+]([O-])c1cc(S(=O)(=O)NCc2ccccc2)ccc1N1CCOCC1 | -2 | -0.3 | -0.1 | 0
CCCC/C=C/c1cnn2c(N3CCN(CCN(CC)CC)CC3)ccnc12 | -37 | 0.7 | -0.5 | -13
CCOc1ccc(N2C(=O)CC(NCC34CC5CC(CC(C5)C3)C4)C2=O)cc1 (stereo not given) | -9 | 0.1 | -0.1 | 4
Cc1nc2c(-c3ccccc3)c(C)nn2c(C)c1CC(=O)N1CC(C)CC(C)C1 (stereo not given) | 2 | -1.5 | 0.1 | 2
Cc1n[nH]c(C)c1S(=O)(=O)NCc1ccc(F)cc1 | -428 | 3.9 | 0.1 | 2
CCOC(=O)c1c(C)oc2ccc(OC(=O)c3ccccc3OC)cc12 | 4 | -1.2 | -0.1 | -1
COc1ccc(C2C(C#N)=C(N)N(N(C)C)C3=C2C(=O)CC(C)(C)C3)cc1OC (stereo not given) | -3 | 0.1 | -0.4 | 18
Cc1[nH]c2ccccc2c1C(c1ccc([N+](=O)[O-])cc1)c1c(C)[nH]c2ccccc12 | 10 | -0.4 | 0.3 | 3
O=C(CCn1c(=O)oc2ccccc21)Nc1ccc(F)cc1 | 7 | 0.1 | 0.1 | -4
Cc1nn(C)c(C)c1-c1cccc(C(=O)NCc2ccccc2)n1 | 3 | -1.3 | 0.2 | -16
CCOc1ccccc1NC(=O)N1CCc2cc(S(=O)(=O)N3CCC(C)CC3)ccc21 | -6 | 4.1 | -0.1 | -5
CNC(=O)c1cc(Br)cc(S(=O)(=O)N2CCC(C)CC2)c1 | -3 | -0.4 | 0.1 | 1
Cc1cccc(N2CCN(C(=O)c3n[nH]c4ccccc34)CC2)c1 | 11 | -0.9 | 0.0 | -10
CC(=O)NCc1nc(NC2CCCC2)c2cc(Cl)ccc2n1 | 6 | 1.1 | -0.5 | -10
CCS(=O)(=O)N1CCN(c2ccc(Nc3cccc(C)n3)nn2)CC1 | -4 | -0.5 | -0.1 | -3
COC1COC(=O)C/C=C/[C@H](C)[C@H](OC)COC(=O)[C@@H]2CCCN2C(=O)C/C=C/[C@H]1C (stereo not given in full) | -17 | 0.4 | -0.1 | ·
CCc1ccccc1N(C)S(=O)(=O)c1c(C)noc1/C=C/N1CCOCC1 | -4 | -0.7 | 0.1 | 10
O=[N+]([O-])c1ccc(N2CCCC2)cc1NC(c1ccccc1)c1ccccc1 | 12 | -1.7 | 0.0 | 6
O=C(Oc1ccc(/C=N/NC(=O)c2ccccc2[N+](=O)[O-])cc1[N+](=O)[O-])c1ccccc1 | 2 | 1.9 | 0.0 | -7
O=C(NC1(C(F)(F)F)Oc2ccccc2O1)N1CCCC1 | -1 | -0.6 | 0.0 | -22
Cc1ccccc1-n1c(=S)sc2c(=O)n(-c3ccccc3F)c(SCC(=O)O)nc21 | -7 | 0.2 | 0.1 | 6
N#CC1=C(N)N(c2ccc(S(N)(=O)=O)cc2)C2=C(C(=O)CCC2)C1c1ccc2c(c1)OCO2 (stereo not given) | 10 | -0.5 | 0.2 | 9
CSc1nnc(CNC(=O)Cn2nc(C)cc2C)n1-c1ccccc1C | -15 | -0.5 | 0.0 | -10
O=[N+]([O-])c1cc(Br)c(O)c(C=Nc2ccc(N3CCOCC3)cc2)c1 | 16 | 0.0 | -1.0 | -5
COc1ccccc1NC(=O)CSc1nnnn1-c1ccccc1 | 4 | -0.5 | 0.0 | -4
Cc1c(Cl)c(C(F)(F)F)nn1CC(=O)Nc1cccc(Cl)c1Cl | 13 | 0.2 | 0.2 | 5
CCN(CC)c1nc(Nc2ccccc2C)nc(OCC#N)n1 | 22 | -0.6 | 0.9 | 29
CN1CCCCCC1=Nc1ccccc1C#N | 45 | 1.0 | -0.3 | 8
O=C(Cn1cc(SCC(=O)N2CCCc3ccccc32)c2ccccc21)N1CCOCC1 | 3 | -0.9 | -0.1 | -6
CCC(C(=O)Nc1ncc(C)s1)c1ccccc1 (stereo not given) | 11 | 0.2 | 0.2 | -7
CC(C)(C)c1nnc2sc(SCC(=O)Nc3ccc(Br)cc3)nn2c1=O | 14 | 0.5 | 0.0 | 18
O=C(c1ccco1)N1CCN(S(=O)(=O)c2ccc([N+](=O)[O-])cc2)CC1 | 2 | 0.8 | 0.0 | 4
Cc1ccc(C(=O)N(Cc2cccs2)C2CCS(=O)(=O)C2)cc1 (stereo not given) | 3 | 0.4 | 0.1 | -4
COc1cc(OC)cc(C(=O)NCC2CCCN(C(=O)c3cscn3)C2)c1 (stereo not given) | -6 | -1.3 | 0.0 | -12
N[C@@H](C(=O)Nc1cc(F)c(-c2cn[nH]c2)cc1N1CCOCC1)c1ccc(F)cc1 | 6 | 2.2 | 0.2 | 15
O=S(=O)(NCC1CCCN(Cc2ccon2)C1)c1cccc2cccnc12 (stereo not given) | -2 | -1.9 | -0.1 | -20
CCCCOc1ccc(-c2nn(-c3ccccc3)cc2/C=c2\sc3nc(-c4ccc(Br)cc4)nn3c2=O)cc1 | 14 | 1.8 | 0.2 | -9
CC(=O)Nc1nc(-c2cc3cc([N+](=O)[O-])ccc3oc2=O)cs1 | 5 | -1.9 | -0.1 | -4
CCSCCOC(=O)C1=C(C)NC2=C(C(=O)CC(c3ccc(Cl)cc3)C2)C1c1cccc(Br)c1 (stereo not given) | -6 | 2.6 | 0.1 | 12
Cn1c(SCC(=O)N2CCc3ccccc32)nc2c(c1=O)SCC2 | -3 | 1.5 | -0.1 | 1
COc1ccccc1N1CCN(/N=C(/C)c2ccccc2)CC1 | 6 | 2.0 | -0.1 | -24
O=C1N[C@@H](Cc2cnc[nH]2)C(=O)N2CCN(Cc3ccccc3Cl)C[C@H]12 | 15 | -0.3 | 0.2 | 6
O=C(CN(Cc1ccc(F)cc1)C(=O)c1csnn1)NCc1ccccc1 | 15 | 0.0 | 0.2 | 1
COc1ccccc1CC(=O)Nc1cccc(-c2nnc(-c3ccco3)o2)c1 | 14 | 1.0 | 0.9 | -1
N#CC(C#N)=CNCC(c1ccc(F)cc1)N1CCOCC1 (stereo not given) | -13 | 0.1 | 0.0 | 2
CCOC(=O)C(C#N)C(c1cc([N+](=O)[O-])ccc1O)C(C#N)C(=O)OCC (stereo not given) | 12 | -0.6 | -0.2 | 7
CCC(C)NC(=O)CNC(=O)c1ccccc1 (stereo not given) | 6 | 1.5 | 0.2 | -6
O=C(CCCn1nnc(-c2ccc(F)cc2)n1)c1ccc(O)cc1 | 2 | -1.1 | -0.1 | -2
N#Cc1c(-c2ccc(OCc3ccccc3)cc2)c2c([nH]c1=S)CCCC2 | 6 | 0.4 | 0.0 | -1
CCOc1ccc(S(=O)(=O)N2CCc3ccccc32)cc1C | 8 | 0.0 | 0.1 | 18
Cc1nnc(SCC(=O)/C=C2\N(C)c3ccccc3C2(C)C)n(N)c1=O | 0 | 1.3 | -0.1 | 9
OC1CCCN(Cn2c(=S)sc3ccccc32)C1 (stereo not given) | -17 | 0.0 | -0.3 | -6
O=C1CCCN1CCn1cnc2c(NCc3nc4ccccc4[nH]3)nc(Nc3ccccc3)nc21 | 52* | -1.0 | 0.2 | 10
COc1ccc(-n2c(=O)cc(N3CCc4ccccc43)[nH]c2=O)cc1 | 12 | 1.9 | 0.2 | 5
CC(=O)N1CCC(C(=O)OCc2ccc(Cl)cc2)(c2ccccc2)CC1 | -2 | 0.5 | -0.1 | -6
CCOC(=O)CSC1=C(C#N)C(c2ccccc2)CC(=O)N1 (stereo not given) | -5 | 1.6 | -0.3 | 54*
Cc1ccc2cccc(SCC(=O)Nc3ccc(F)cc3)c2n1 | 6 | -0.5 | -0.1 | -1
COc1cc(NC(=O)C/C(C)=N/NC(=O)C23CC4CC(CC(C4)C2)C3)c(OC)cc1Cl | 15 | -1.1 | -0.1 | -49

# In another format: 4 of the compounds above.
structure: O=S(=O)(NCC1CCCN(Cc2ccon2)C1)c1cccc2cccnc12 (stereo not given)
  MITF inh = -2
  GPR151 activ = -1.9
  FBW7 act = -0.1
  TEAD-YAP inh = -20
structure: CCCCOc1ccc(-c2nn(-c3ccccc3)cc2/C=c2\sc3nc(-c4ccc(Br)cc4)nn3c2=O)cc1
  MITF inh = 14
  GPR151 activ = 1.8
  FBW7 act = 0.2
  TEAD-YAP inh = -9
structure: CC(=O)Nc1nc(-c2cc3cc([N+](=O)[O-])ccc3oc2=O)cs1
  MITF inh = 5
  GPR151 activ = -1.9
  FBW7 act = -0.1
  TEAD-YAP inh = -4
structure: CCSCCOC(=O)C1=C(C)NC2=C(C(=O)CC(c3ccc(Cl)cc3)C2)C1c1cccc(Br)c1 (stereo not given)
  MITF inh = -6
  GPR151 activ = 2.6
  FBW7 act = 0.1
  TEAD-YAP inh = 12

# Next results.
compound | MITF inh | GPR151 activ | FBW7 act | TEAD-YAP inh
Cc1ccc(Nc2nc3ccccc3n3nnnc23)cc1F | 17 | -0.8 | -0.1 | -29
CCOC(=O)Nc1ccc(NS(=O)(=O)c2ccc(C)cc2)cc1 | 2 | 1.9 | 0.0 | 10
COCC1CCCN(Cc2ccc3c(c2)CN(C(=O)c2cccnc2OC)CCO3)C1 (stereo not given) | 19 | -1.5 | -0.1 | 0
COc1ccc(OC)c(N2C(=O)CSC2=S)c1 | 7 | -1.3 | -0.1 | 6
CC1Cc2cc(S(=O)(=O)NCCC(=O)NC3CCCC3)ccc2N1C(=O)C1CC1 (stereo not given) | -7 | 0.7 | -0.5 | -5
Cc1cccc(OCC(=O)Nc2ccc(Br)cn2)c1C | 0 | 0.2 | 0.0 | -6
COc1ccc(C(N)CC(=O)O)cc1OC (stereo not given) | 2 | -0.2 | 0.1 | -1
CCc1nnc(NS(=O)(=O)c2ccc(NC(=O)c3ccc(N(C)C)cc3)cc2)s1 | 2 | -0.4 | -0.2 | 6
COc1cccc(N/C(SCc2cc(F)ccc2F)=C(/C#N)C(=O)NCc2ccccc2)c1 | 13 | -0.8 | -0.1 | 8
Oc1ccc(Br)c2ccc(/C=C/c3ccccc3)nc12 | 13 | 0.2 | -0.3 | -23
COc1ccc(CC(=O)Nc2ccc(Br)cc2C)cc1OC | 12 | -0.2 | 0.2 | 8
CCN(CC)C(=O)CSc1nc2c(sc(=S)n2-c2cccc(OC)c2)c(=O)n1-c1ccccc1 | 9 | 1.3 | -0.1 | 3
Cn1cc(I)c(C(=O)N/N=C/c2ccc(O)cc2)n1 | -2 | -5.8 | 0.2 | 26
COc1ccc([N+](=O)[O-])cc1NC(=O)c1nn(-c2ccccc2OC)c(=O)c2ccccc12 | -4 | -0.3 | -0.1 | 7
COc1ccc(-c2cc3c(SCC(=O)Nc4cc(C)ccc4C)nccn3n2)cc1 | 11 | 2.2 | 0.9 | 6
COc1cccc(-c2ocnc2C(=O)Nc2ccccc2NC(=O)c2ccccn2)c1 | 20 | -0.1 | -0.1 | -3
COc1cccc(NC(=O)CSc2nc3c(c(=O)n2C)SC(C)C3)c1 (stereo not given) | -3 | -0.8 | 0.7 | 2
CCOc1ccc2[nH]c(=O)c(CN(Cc3cccs3)C(C)=O)cc2c1 | 4 | 0.8 | -0.1 | 10
O=C(CN1CCCC1)Nc1ccccc1-c1ccccc1 | 4 | 1.3 | -0.2 | -4
Cc1ccc(S(=O)(=O)N2CCc3ccccc3C2CN2C(=O)c3ccccc3C2=O)cc1[N+](=O)[O-] (stereo not given) | 11 | -1.0 | 0.4 | 11
O=C(CCCCn1c(=O)c2ccccc2n(Cc2ccccc2)c1=O)NCc1cccs1 | 0 | 0.4 | -0.2 | 38*
CCOc1ccc(Nc2ncnc3[nH]ncc23)cc1 | 6 | -1.9 | 0.0 | -1
Cc1ccccc1C(=O)Nc1cccc2c1C(=O)N(c1ccccc1)C2=O | 1 | -0.1 | 0.2 | -5
COc1ccc(O)c(CN2CCN(Cc3ccc(OC)c(C)c3)C(CCO)C2)c1 (stereo not given) | 1 | 0.0 | -0.2 | -4

# The final three compounds of the section before lead into the next:
compound | MITF inh | GPR151 activ | FBW7 act | TEAD-YAP inh
CCOc1ccc(Nc2ncnc3[nH]ncc23)cc1 | 6 | -1.9 | 0.0 | -1
Cc1ccccc1C(=O)Nc1cccc2c1C(=O)N(c1ccccc1)C2=O | 1 | -0.1 | 0.2 | -5
COc1ccc(O)c(CN2CCN(Cc3ccc(OC)c(C)c3)C(CCO)C2)c1 (stereo not given) | 1 | 0.0 | -0.2 | -4
CC(C)CCn1c(=O)c2sccc2n2c(CCCC(=O)N3CCCC3)nnc12 | 2 | -2.5 | -0.1 | -1
Cc1ccc(-n2ncc3c(N4CCC(C)CC4)ncnc32)c(C)c1 | 1 | 1.9 | -0.1 | -40
COc1ccccc1NS(C)(=O)=O | 11 | 0.5 | -0.1 | -1
COc1ccccc1NS(=O)(=O)c1cc([N+](=O)[O-])ccc1NN=C1CCCCC1 | -8 | 0.2 | 0.0 | 3
CSc1ccccc1N1C(=O)CN(C/C=C/c2ccco2)CC1C (stereo not given) | 6 | -0.3 | 0.0 | 2
Cc1nnc2n1NC(c1ccccc1)C(C(=O)Nc1ccccc1F)S2 (stereo not given) | 12 | 0.4 | -0.1 | 0
C=CCOC(=O)C1=C(C)NC(=O)NC1c1ccccc1Br (stereo not given) | -4 | 0.6 | -0.1 | -13
CC(C)(C)OC(=O)NNC(=O)Nc1cccc(Cl)c1Cl | -8 | -1.3 | 1.1 | 6
COc1ccc(CCNC(=O)CCCCCn2c(SCc3ccccc3Cl)nc3cc4c(cc3c2=O)OCO4)cc1OC | -9 | -0.9 | -0.1 | -13
